Screening data as filed in PubChem BioAssay.
PrPC surface inh: inhibitors of human cell surface prion protein PrPC, primary screen, cell-based, TR-FRET. actives 0.43% (n = 370,000). TR-FRET read-out. Major prion protein (Homo sapiens), P04156. inhibition, % at 13.8 µM; in the data active means inhibition above about 24%; further: 0% = median of the test wells and 100% = reference compound wells
TcdB GH inh: TcdB glycohydrolase inhibitors, primary screen, biochemical, single point, plate reader | TcdB glycohydrolase enzymatic assay | actives 0.24% (n = 350,000) | AID 652162, 2013 | inhibition, % at 9.99 µM | Toxin B (Clostridioides difficile), P18177; in the data active means inhibition above about 10%
Target sequence (P18177 whole entry, looked up): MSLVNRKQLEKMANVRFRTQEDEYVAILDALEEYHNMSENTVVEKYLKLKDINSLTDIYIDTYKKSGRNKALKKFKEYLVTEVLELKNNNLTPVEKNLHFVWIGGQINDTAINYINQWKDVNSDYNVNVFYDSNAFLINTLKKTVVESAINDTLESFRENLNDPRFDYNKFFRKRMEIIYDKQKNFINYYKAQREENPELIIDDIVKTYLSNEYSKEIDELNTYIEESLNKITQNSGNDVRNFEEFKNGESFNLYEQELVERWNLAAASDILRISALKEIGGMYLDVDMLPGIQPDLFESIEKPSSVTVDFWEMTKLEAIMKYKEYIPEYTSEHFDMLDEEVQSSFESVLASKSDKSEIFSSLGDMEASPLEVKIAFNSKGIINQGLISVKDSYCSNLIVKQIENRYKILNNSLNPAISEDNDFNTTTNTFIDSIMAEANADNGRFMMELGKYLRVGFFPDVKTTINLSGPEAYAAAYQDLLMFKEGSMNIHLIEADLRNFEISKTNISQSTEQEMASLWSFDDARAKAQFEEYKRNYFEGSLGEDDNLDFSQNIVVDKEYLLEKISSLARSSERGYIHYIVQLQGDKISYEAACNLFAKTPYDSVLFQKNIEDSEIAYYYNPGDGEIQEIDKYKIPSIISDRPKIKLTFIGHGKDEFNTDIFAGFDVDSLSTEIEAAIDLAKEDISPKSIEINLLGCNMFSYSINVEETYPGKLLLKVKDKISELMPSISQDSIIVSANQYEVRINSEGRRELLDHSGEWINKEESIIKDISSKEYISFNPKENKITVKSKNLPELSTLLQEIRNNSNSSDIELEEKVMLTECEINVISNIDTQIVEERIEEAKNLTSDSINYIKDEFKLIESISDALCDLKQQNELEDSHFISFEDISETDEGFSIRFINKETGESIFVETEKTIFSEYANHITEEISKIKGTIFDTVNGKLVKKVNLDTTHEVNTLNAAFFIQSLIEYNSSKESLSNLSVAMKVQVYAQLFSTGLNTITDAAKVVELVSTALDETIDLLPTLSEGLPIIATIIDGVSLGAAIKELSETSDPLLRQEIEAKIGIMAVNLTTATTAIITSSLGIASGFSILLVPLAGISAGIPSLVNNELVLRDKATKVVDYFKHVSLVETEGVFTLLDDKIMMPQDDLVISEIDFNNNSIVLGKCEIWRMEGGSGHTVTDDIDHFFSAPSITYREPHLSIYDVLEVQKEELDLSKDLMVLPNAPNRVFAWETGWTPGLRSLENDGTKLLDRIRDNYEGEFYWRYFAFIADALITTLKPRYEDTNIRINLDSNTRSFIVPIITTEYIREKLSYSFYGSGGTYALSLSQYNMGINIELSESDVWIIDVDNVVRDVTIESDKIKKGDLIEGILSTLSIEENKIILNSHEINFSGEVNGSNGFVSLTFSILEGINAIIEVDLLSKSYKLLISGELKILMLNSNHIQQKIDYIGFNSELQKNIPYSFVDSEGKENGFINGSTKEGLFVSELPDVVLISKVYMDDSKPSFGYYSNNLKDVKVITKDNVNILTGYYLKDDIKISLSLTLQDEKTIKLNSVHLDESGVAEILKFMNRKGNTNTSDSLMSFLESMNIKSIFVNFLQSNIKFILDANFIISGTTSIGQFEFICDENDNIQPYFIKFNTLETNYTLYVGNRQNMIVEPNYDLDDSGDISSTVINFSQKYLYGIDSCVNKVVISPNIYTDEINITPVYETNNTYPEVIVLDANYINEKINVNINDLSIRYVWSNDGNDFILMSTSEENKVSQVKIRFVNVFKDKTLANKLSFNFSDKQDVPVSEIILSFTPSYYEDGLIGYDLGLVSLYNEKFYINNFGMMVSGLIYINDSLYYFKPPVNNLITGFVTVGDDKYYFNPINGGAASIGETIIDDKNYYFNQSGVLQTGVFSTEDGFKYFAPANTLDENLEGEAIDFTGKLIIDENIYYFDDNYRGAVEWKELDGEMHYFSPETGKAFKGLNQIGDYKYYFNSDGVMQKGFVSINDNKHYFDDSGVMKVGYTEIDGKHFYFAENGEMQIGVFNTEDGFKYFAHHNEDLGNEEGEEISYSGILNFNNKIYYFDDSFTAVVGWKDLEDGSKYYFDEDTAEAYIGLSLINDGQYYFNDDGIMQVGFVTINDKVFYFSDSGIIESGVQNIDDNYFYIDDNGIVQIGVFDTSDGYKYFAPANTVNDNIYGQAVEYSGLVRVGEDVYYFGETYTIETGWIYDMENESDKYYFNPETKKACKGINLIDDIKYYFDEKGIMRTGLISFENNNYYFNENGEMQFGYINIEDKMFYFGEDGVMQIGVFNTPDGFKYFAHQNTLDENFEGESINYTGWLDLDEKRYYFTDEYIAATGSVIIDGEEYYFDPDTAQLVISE
3CLpro inhibitor: SARS-CoV 3CLpro protease inhibitors, primary screen, biochemical, quenched FRET | actives 0.14% (n = 290,000) | recombinant SARS-CoV 3CLpro, quenched FRET peptide cleavage | inhibition, % at 6 µM | Replicase polyprotein 1ab (Severe acute respiratory syndrome coronavirus), P0C6X7; in the data active means inhibition above about 12%
BoNT A protease: BoNT/A light chain protease inhibitors, primary screen, biochemical, flow cytometry, MLPCN library; Botulinum neurotoxin type A light chain protease (Clostridium botulinum A str. ATCC 3502); multiplex microsphere protease substrate cleavage; inhibition, % at 10 µM; actives 0.17% (n = 360,000); AID 588499, 2011; further: plate controls were buffer without enzyme for full effect and enzyme alone for no effect
Anthrax LF prot: Bacillus anthracis LF protease inhibitors, primary screen, biochemical, multiplex microsphere, MLPCN library; Lethal factor (Bacillus anthracis), P15917; multiplex microsphere protease cleavage assay; inhibition, % at 10 µM; actives 0.12% (n = 360,000); AID 588501, 2011; further: plate controls were buffer without enzyme for full effect and enzyme alone for no effect
PfHsp40 rescue: rescue of yeast from PfHsp40 toxicity, primary screen, S. cerevisiae, ATP luminescence; S. cerevisiae expressing PfHsp40, growth rescue; growth rescue, % at 12.5 µM; actives 0.68% (n = 340,000); in the data active means growth rescue above about 28%, passing the limit was not always enough; inconclusive means no clear call, values can overlap the other calls;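 further: yeast W303a lacking pdr1 and pdr3 grown in galactose medium; growth measured after three days at 30 °C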
PriA SSB inh: inhibitors of Klebsiella pneumoniae PriA binding to SSB C-terminal tail, primary screen, biochemical, AlphaScreen; PriA–SSB C-terminal tail interaction (Klebsiella pneumoniae); AlphaScreen SSBct-PriA binding, biotinylated peptide; inhibition, % at 33 µM; actives 0.6% (n = 430,000); AID 1272365, 2023; in the data active means inhibition mostly above about 37%, no sharp cut-off; inactive means mostly below about 20%;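 further: plate controls were negative control peptide for no effect and reference peptide for full effect; strong numbers were not always called active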
Yp Topo-I inh: Yersinia pestis topoisomerase I inhibitors, primary screen, biochemical, cleavage product accumulation, plate reader, single point; DNA topoisomerase I (Yersinia pestis CO92); Y. pestis Topo-I cleavage product accumulation; activity, % at 10 µM; actives 0.064% (n = 360,000); in the data active means activity above about 50%, passing the limit was not always enough; inconclusive means no clear call, values can overlap the other calls; further: inactives centre near 2
Vc quorum ag: inducers of Vibrio cholerae quorum light production without autoinducers, primary screen, BH1578 luxS cqsA deficient, single point. AID 588436, 2011. actives 0.16% (n = 350,000). activation, % at 18.7 µM. V. cholerae BH1578 lux reporter, luminescence, 6 h; in the data active means activation mostly above about 9.7%, no sharp cut-off; inconclusive means no clear call, values can overlap the other calls; inactive means mostly below about 3.7%; further: not every result past the cut was called active; inactives centre near 0; reference of the scale not given here
* hit, by the source's call; i = inactive; ? = inconclusive; . = not tested or not shown; & = joins results of further samples. Unless noted, no stated cut-off is given here; in the data, active means inhibition above about 30%; inconclusive means no clear call, values can overlap the other calls; inactive means below that. Only part of the results is shown; the hit share may differ from the screen's.

SMILES	PrPC surface inh	TcdB GH inh	3CLpro inhibitor	BoNT A protease	Anthrax LF prot	PfHsp40 rescue	PriA SSB inh	Yp Topo-I inh	Vc quorum ag
COc1ccc(-n2ncc3c(=O)n(CC(=O)Nc4ccc5c(c4)OCCO5)cnc32)cc1	-1	1.2	3	-3.9	-1	-0.6	0	2	-9.4
COc1ccc(-c2cn(-c3cccc(C)c3)c(=O)[nH]2)cc1OC	10	-0.3	1	0.3	-5	0.0	2	5	-0.4
Clc1ccc2oc3c(Cl)ncnc3c2c1	6	0.7	0	0.3	-2	-0.5	5	-1	-0.2
C/C(=N\Nc1ccc([N+](=O)[O-])cc1)c1ccc(C#N)cc1	6	0.7	0	1.5	-3	-0.3	.	-10	-0.3
COc1ccc(-n2nnnc2SCc2nc3ccccc3s2)cc1	9	.	-7	1.4	-4	1.9	-19	3	.
COc1cc(OC)c2c(-c3ccccc3)cc(=O)oc2c1	3	-6.4	-1	0.6	6	2.4	-9	-4	-0.4
CN(CCNC(=O)C1CCN(c2ncnc3c2nc2n3CCCCC2)CC1)Cc1ccccc1	-1	1.8	2	2.7	0	0.5	-4	12	-0.1
Cc1cc(C(=O)NCc2ccccc2F)c2ccccc2n1	0	1.7	-2	-1.1	-4	0.2	-1	1	i
O=C(O)c1cc(S(=O)(=O)N2CCCC2)ccc1Br	-3	.	-3	-1.1	-2	-0.3	-4	3	i
CCC(=O)Nc1ccc(NC(=O)c2ccccc2)nc1	0	0.8	-2	0.3	0	-0.8	-16	-1	i

Entries listed so far that contain a carbonyl joined to an NH by a bond outside any ring, in the order listed:
SMILES	PrPC surface inh	TcdB GH inh	3CLpro inhibitor	BoNT A protease	Anthrax LF prot	PfHsp40 rescue	PriA SSB inh	Yp Topo-I inh	Vc quorum ag
COc1ccc(-n2ncc3c(=O)n(CC(=O)Nc4ccc5c(c4)OCCO5)cnc32)cc1	-1	1.2	3	-3.9	-1	-0.6	0	2	-9.4
CN(CCNC(=O)C1CCN(c2ncnc3c2nc2n3CCCCC2)CC1)Cc1ccccc1	-1	1.8	2	2.7	0	0.5	-4	12	-0.1
Cc1cc(C(=O)NCc2ccccc2F)c2ccccc2n1	0	1.7	-2	-1.1	-4	0.2	-1	1	i
CCC(=O)Nc1ccc(NC(=O)c2ccccc2)nc1	0	0.8	-2	0.3	0	-0.8	-16	-1	i

Next part.
SMILES	PrPC surface inh	TcdB GH inh	3CLpro inhibitor	BoNT A protease	Anthrax LF prot	PfHsp40 rescue	PriA SSB inh	Yp Topo-I inh	Vc quorum ag
Cc1sc2ncnc(NCc3ccccc3)c2c1C	16	.	-2	-0.3	-4	1.3	-7	10	i
O=C1OCCN1C(=O)[C@H]1[C@H](c2ccc([N+](=O)[O-])cc2)C(c2ccc(F)cc2)=NN1c1ccccc1	-4	-1.4	.	0.9	-6	-0.2	-1	-12	-1.6
O=c1cc2c(c(-c3ccccc3)n1Cc1ccccc1)[C@H](CCO)NC2	4	1.5	.	0.6	1	-1.7	4	-3	i
CC1(C)CC(=O)c2cnc3c(C#N)cnn3c2C1	-6	1.0	1	-0.5	0	-0.4	-23	4	-0.3
CN(C(=O)CN1C(=O)/C(=C/c2ccccc2Cl)SC1=S)C1CCS(=O)(=O)C1 (stereo not given)	5	2.7	9	-0.4	-1	-0.5	-4	0	-0.7
Cn1ccnc1SCC(=O)Nc1cc(F)ccc1F	-4	-0.5	3	-1.3	-3	-1.6	-1	3	-0.4
C=CCNc1nc(Nc2ccc([N+](=O)[O-])cc2)nc(OCC)n1	6	-0.5	-1	0.3	-3	-0.8	-2	-1	-0.1
CCc1cc2c(-c3ccccc3)cc(=O)oc2cc1OC(C)C(=O)NCC1CCC(C(=O)O)CC1 (stereo not given)	5	-1.4	4	-0.9	-4	15	-3	11	-0.5
COc1cc2c(C#N)c(N3CCN(c4ccccc4OC)CC3)nc(N)c2c(N)n1	10	.	-2	0.6	-8	0.8	28	3	i
COc1cccc(NC(=O)c2cc(C(=O)Nc3cccc(OC)c3)n(C)n2)c1	4	0.4	-3	0.2	-10	3.1	-12	3	.
Cc1cc2cc(CN3C(=O)c4ccccc4C3=O)ccc2n1C	17	.	3	88*	13	-1.5	-4&-1&32	8	-0.2
O=C(CCSCCc1ccccn1)Nc1c(F)cc(F)cc1Br	-3	.	2	1.0	2	0.4	-4	-8	-0.9
Cn1nc(C(=O)NCc2ccccn2)c2ccccc2c1=O	4	.	3	0.0	2	0.3	3	7	i
CC(C)n1c(CN2CCN(C)CC2)nc2c1c(=O)n(C)c(=O)n2C	-2	.	6	0.5	-1	1.9	5	3	-0.3
O=C(c1ccc2c(c1)OCO2)c1ccc[nH]1	-4	2.0	.	-0.1	-3	.	.	4	i
CCOC(=O)C(=CNc1cscc1S(=O)(=O)C(C)C)C(=O)OCC	1	1.4	-2	0.1	2	-0.4	-1	3	-0.5
Cc1ccc(S(=O)(=O)c2c(C)cc(C)nc2N2CCCC2)cc1	8	4.8	-2	-0.9	0	-1.6	-21	-6	-3.1
O=C(Cc1nn[nH]n1)NCc1ccccc1Cl	-3	.	-3	1.2	1	-0.8	-2	1	i
COc1ccc(/C=N/NC(=O)CN2CCSCC2)cc1C	3	.	-9	-0.6	-2	-1.3	.	4	-0.3
CC(C)c1ccccc1NC(=O)COC(=O)c1c2c(nc3ccccc13)CCN(Cc1ccccc1)C2	-5	0.1	2	1.2	0	0.4	14	17	-0.1
CN1CCN(c2ccc(CNS(=O)(=O)c3ccsc3)cc2)CC1	-8	0.8	3	-0.6	3	.	0	5	-1.2
CCCC(C)C1(CC)C(=O)NC(=O)N=C1N (stereo not given)	10	-0.2	0	0.7	0	-0.5	.	3	i
CSc1nc(O)c(Nc2ccccc2)c(=O)[nH]1	7	-20	.	-0.4	-3	-0.5	-9	1	-11
CC(=O)N(c1ccccc1C)S(=O)(=O)c1ccc(Cl)cc1	8	11*	2	0.1	-7	-1.3	-3	-5	-0.3
COC(=O)c1c(-c2ccc(C)cc2)csc1NC(=O)Cc1ccc(OC)c(OC)c1	11	.	2	0.4	-4	1.3	-4	37	i
COc1ccc(S(=O)(=O)Nc2cccc3c2O[C@H](CN(C)C)[C@@H](C)CN([C@H](C)CO)C3=O)cc1	-7	0.3&0.9	.	0.0	-4	-0.6	-2	-8	-0.4
CSc1ncc(S(=O)(=O)c2ccccc2)c(=O)[nH]1	-5	2.3	1	-0.1	-6	-1.3	-18	3	i
CCOC(=O)CSC1=C(C#N)C(c2ccc(C)o2)CC(=O)N1 (stereo not given)	14	0.2	-1	-0.2	-5	0.2	-3	-4	-0.1
O=C(CCC(=O)N1CCN(c2ccccc2F)CC1)N1CCN(c2ccccc2)CC1	0	0.2	-2	-0.3	19	-1.0	-6	8	i
CCOc1ncccc1C(=O)Nc1ccc2c(c1)OCCCO2	-1	-0.1	.	2.6	3	0.3	-10	1	-2.5
Nc1c(/C=C2/C=CC(=O)C(O)=C2)c(=O)nc2sc(CC(=O)N3CCCC3)nn12	5	-0.5	-1	.	.	-0.6	.	-7	i
CCCN(CCC)CCCOC(=O)c1ccc(Cl)cc1Cl	-1	.	-2	0.4	3	0.6	-14	-1	-0.3
Cc1sc(NC(=S)NC(=O)c2cccs2)nc1-c1ccc(C(C)C)cc1	13	.	0	1.0	-4	-1.3	5	-2	i
CCOc1cc(/C=N/NC(N)=O)cc(Br)c1OCc1ccccc1	5	-0.5	.	-0.6	-3	5.8	.	3	i
Cc1c(O)ccc2c(=O)c(Oc3ccccc3)coc12	0	0.6	1	2.1	-8	-0.3	-3	8	i
O=C(CCN1C(=O)c2cccc3cccc(c23)C1=O)N1CCN(Cc2ccc3c(c2)OCO3)CC1	-15	.	0	0.1	-1	1.8	6&6&-2	12	5.0
CC1=C(C(=O)OC2CCCC2)C(c2ccc(C)o2)C2=C(CC(c3cccs3)CC2=O)N1 (stereo not given)	3	.	2	-1.1	-5	-0.1	-11	4	-2.3
Cc1ccc(C(=O)c2c3ccc(C(F)(F)F)cc3[n+]([O-])n2CCC(N)=O)cc1	8	0.0	27*	-0.3	-4	0.7	-2	15	-1.4
O=c1cc(-c2ccccc2)nc(SCc2ccc(Cl)cc2)[nH]1	-5	.	5	0.2	0	0.8	-6	5	i
CCN(CC)C(=O)C1=C(C)Nc2nnnn2C1c1cccnc1 (stereo not given)	1	.	1	0.2	1	-1.5	-11	6	4.5
O=C(Nc1ccc2c(c1)oc1ccc(S(=O)(=O)N3CCCC3)cc12)C1CC1	22	.	-1	-0.9	0	8.4	-11	-3	i
COC(=O)C1=C(c2ccc(Cl)c(C(F)(F)F)c2)C[C@@H]2CC[C@H]1N2C(=O)NCCOc1ccc(OC)cc1	.	.	.	0.0	6	13	1	6	-0.4
COc1ccc(OC)c(Nc2nc3ccccc3n3cnnc23)c1	3	1.2	2	-0.6	-8	0.3	1	-8	-0.4
O=C(O)CC1CCS(=O)(=O)C1 (stereo not given)	1	.	-3	0.1	-4	0.3	-13	-7	-0.3
CN1CCc2c(sc(NC(=O)c3ccc(S(=O)(=O)N4CCCCCC4)cc3)c2C(N)=O)C1	.	.	2	?	?	-0.5	27	17	-0.3
CCOC(=O)c1c(O)cc(C)cc1Nc1ccccc1	-8	-0.4	0	-2.0	8	1.1	-11	4	-0.4
COC(=O)CSc1nc(NC(C)(C)C)nc(N(C)C)n1	8	0.5	1	-0.4	-4	2.2	2	7	-1.1
Cc1ccc(NC(=O)CSc2nc3ccccc3c(=O)n2CCCC(=O)NCCCN2CCOCC2)cc1C	1	0.2	1	-1.4	-5	-1.4	3	25	-1.3
O=C(CCl)Nc1cc2[nH]c(=O)[nH]c2cc1Br	-15	-0.4	-1	0.9	-5	-1.3	6	5	-1.6
CC[C@@]1(c2ccccc2OC)C(=O)N(C(=O)OC)N1C(=O)OC	.	.	-2	0.0	-8	-1.7	-9	8	-0.5

More entries
SMILES	PrPC surface inh	TcdB GH inh	3CLpro inhibitor	BoNT A protease	Anthrax LF prot	PfHsp40 rescue	PriA SSB inh	Yp Topo-I inh	Vc quorum ag
CSCCNC(=O)c1ccc(OC2CCN(CCc3ccccc3)CC2)cc1	3	0.5	4	-0.6	-5	0.3	-4	18	-0.2
CCCCCCCCCCn1c2c(c(=N)c3c1CCC3)CCC2	48*	.	0	-1.3	-1	291*	2	21	i
CCC(CCC(=O)Nc1ccn(-c2ccccc2)n1)C(=O)O (stereo not given)	-1	.	5	-0.7	1	-0.1	-6	-6	-0.5
O=C(O)c1cc([N+](=O)[O-])c(Sc2nc3ccccc3[nH]2)c([N+](=O)[O-])c1	-16	1.9	-4	-2.0	-3	-0.6	-9	0	i
CCOc1c2ccc(C(=O)NCc3ccc(OC)cc3)cc2nn1CCOC	2	0.8	3	-0.9	2	-0.6	4	-10	0.3
COc1ccc(C2C3=C(CC(C)(C)CC3=O)Nc3c2c(=O)[nH]c2nc(C)nn32)cc1 (stereo not given)	-4	.	2	-0.7	8	1.1	1	0	-0.2
COc1cc(NC(=O)c2cc(C)nc3ccccc23)cc(OC)c1OC	-7	4.7	0	2.3	-4	3.6	-11	4	-0.3
COc1ccc(CNC(=O)c2ccc(N3CCC4(CC3)CC(c3ccc(Cl)cc3)=NO4)c([N+](=O)[O-])c2)cc1	1	1.1	.	-0.6	-8	0.6	-9	2	i
Cc1occc1C(=O)NNC(=S)Nc1ccccc1	-1	0.6	-5	?	-5	0.7	-7	4	-0.2
NS(=O)(=O)c1ccc(CCNC(=O)CN2CCN(Cc3cccc4ccccc34)CC2)cc1	-3	1.2	-3	0.1	-6	-0.2	-18	12	-0.8
